miR-122 sensor = inhibitors of miR-122 in Huh7 cells | activation (reporter increase), % at 12.5 µM | Huh7 miR-122 Renilla luciferase sensor, 48 h; neutral wells = 0, positive control = 100 | AID 602342 | 340,000 tested, 0.3% active;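 active = mean replicate activation score at least 90 and every replicate individually at or above 90; inconclusive = only one of the two criteria met; inactive = neither criterion met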;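 note: higher luciferase means less miR-122 activity so hits act as miR-122 inhibitors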
ERAP1 inh = ERAP1 (human) enzyme inhibition | recombinant ERAP1, Leu-AMC fluorescence, 60 min | inhibition, % at 10.7 µM | 340,000 tested, 0.15% active | Q9NZ08 | AID 652197;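 active = mean replicate inhibition of at least 30%, or all replicates individually reaching that 30% level; inactive = mean below 30% and not every replicate reaching it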;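 note: 0% = neutral control wells and 100% = L-leucinethiol positive control wells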
Target sequence (Q9NZ08 whole entry, looked up): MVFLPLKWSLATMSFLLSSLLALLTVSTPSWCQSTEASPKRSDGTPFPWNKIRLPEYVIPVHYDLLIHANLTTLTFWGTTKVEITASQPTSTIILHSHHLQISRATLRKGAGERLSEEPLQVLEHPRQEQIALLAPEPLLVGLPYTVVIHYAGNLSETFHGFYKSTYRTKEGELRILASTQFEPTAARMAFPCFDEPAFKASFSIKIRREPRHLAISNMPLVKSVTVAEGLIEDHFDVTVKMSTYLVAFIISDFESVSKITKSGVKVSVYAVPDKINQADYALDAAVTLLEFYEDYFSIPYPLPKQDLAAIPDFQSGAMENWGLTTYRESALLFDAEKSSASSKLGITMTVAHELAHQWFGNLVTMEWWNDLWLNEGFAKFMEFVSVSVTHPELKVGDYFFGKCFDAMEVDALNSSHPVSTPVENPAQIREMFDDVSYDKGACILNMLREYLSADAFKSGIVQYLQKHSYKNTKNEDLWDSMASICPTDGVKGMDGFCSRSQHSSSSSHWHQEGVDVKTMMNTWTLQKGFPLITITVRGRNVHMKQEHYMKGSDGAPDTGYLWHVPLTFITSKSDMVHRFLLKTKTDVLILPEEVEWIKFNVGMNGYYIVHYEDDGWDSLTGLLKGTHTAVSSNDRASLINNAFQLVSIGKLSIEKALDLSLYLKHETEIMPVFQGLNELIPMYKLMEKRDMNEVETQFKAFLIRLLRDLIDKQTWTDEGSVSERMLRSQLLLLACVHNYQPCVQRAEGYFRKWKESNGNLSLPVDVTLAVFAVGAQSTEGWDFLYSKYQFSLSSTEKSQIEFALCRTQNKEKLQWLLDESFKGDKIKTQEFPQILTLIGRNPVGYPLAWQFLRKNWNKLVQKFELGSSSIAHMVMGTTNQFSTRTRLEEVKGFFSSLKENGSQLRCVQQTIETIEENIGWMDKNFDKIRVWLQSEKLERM
SIRT5 inh = sirtuin-5 (human) deacylase inhibition; inhibition, % at 15 µM; Q9NXA8; 330,000 tested, 1.1% active; Purified SirT5, succinyl-peptide AMC, trypsin-coupled fluorescence; in the data active = inhibition above about 15%; inconclusive = no clear call, values can overlap the other calls
ERp5 inh = ERp5 (human) disulfide isomerase inhibition; ERp5 insulin aggregation, absorbance 650 nm, 90 min; inhibition, % at 9.99 µM; 350,000 tested, 0.05% active;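 active = mean replicate inhibition above about 25%, with every replicate also reaching it, limit read from the data, passing the limit was not always enough; inconclusive = only one of those two criteria met; inactive = neither criterion met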
Casp6 inh = inhibitors of human caspase-6. inhibition, % at 12.5 µM. 350,000 tested, 0.53% active. AID 686996. purified caspase-6, Z-VEID-R110 cleavage fluorescence. P55212;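 active = mean inhibition across replicates at least about 35%, with every replicate also reaching that limit, limit read from the data; inconclusive = only one of the two criteria met; inactive = neither criterion met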;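 note: 0% = median of neutral control wells and 100% = no fluorescence left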
DENV2 CPE = inhibitors of DENV2 cytopathic effect | CPE inhibition, % at 9.99 µM | DENV2-infected cells, cytopathic effect rescue, plate reader | 350,000 tested, 1.7% active | AID 651640; in the data active = CPE inhibition above about 20%, passing the limit was not always enough; inconclusive = no clear call, values can overlap the other calls; tested in BHK-21 cells;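 note: 0% = median of neutral control wells and 100% = median of positive control wells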
F508del corr = CFTR F508del correction in bronchial cells; CFBE cells, YFP halide quenching; stimulated with forskolin plus potentiator P3; % fluorescence drop versus neutral controls; activity (quench increase), % at 7.58 µM; 350,000 tested, 0.36% active;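 active = mean added fluorescence quench of at least 8% versus neutral control, with both replicates also reaching 8%; inconclusive = only one of the mean or replicate conditions met; inactive = mean below 8% and not both replicates reaching 8%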;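 note: cells transiently co-express mutant CFTR-F508del with the halide-sensitive YFP; corrector assay measuring rescue of mutant channel to the surface after 24 h compound exposure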
Active calls of the source: *; ? = inconclusive; / = not tested or not shown; & = joins results of further samples; [ ] = remark or other dose.

miR-122 sensor,ERAP1 inh,SIRT5 inh,ERp5 inh,Casp6 inh,DENV2 CPE,F508del corr,structure
-6[16.7 µM],-2,/,-6,-4,-10,-5.4,COc1ccc(NC(=O)Nc2ccc3c(c2)CC(=O)N([C@@H](C)CO)C[C@@H](C)[C@@H](CN(C)Cc2ccc(C(=O)Nc4ccccc4N)cc2)O3)cc1
2,-1,4,4,-4,-2,-0.2,Cc1ccccc1CNC(=O)CC1C(=O)NCCN1CC1CCCCC1 (stereo not drawn)
1,-3,0,4,6,-6,3.1,O=C(NCc1ccco1)C1Cc2cc(Cl)ccc2O1 (stereo not drawn)
-9,0,-1,-5,-4,11,-4.3,COc1ccc(-c2csc(NC(=O)c3cc(C)oc3C)n2)cc1OC
1,-1,/,-10,0,?,1.3,O=C(/C=C/c1cccc(Cl)c1)OCC(=O)c1ccc[nH]1
-2,4,-1,6,-2,/,/,O=C(COC(=O)c1ccc(Br)o1)NCc1cccs1
/,-5,/,4,3,-2,/,Cc1ccccc1OCCC(=O)Nc1cccc(S(=O)(=O)Nc2ccccc2Cl)c1
5[16.7 µM],3,-1,3,-2,1,-0.1,Cc1noc(C)c1NC(=O)Nc1cccc2c1O[C@H](CN(C)Cc1ccccc1)[C@H](C)CN([C@H](C)CO)C2=O
-3,4,-1,-2,-1,2,/,Cc1cc(C)c(C)c(C(=O)C2OC(=O)C(C)(C)C(=O)C2(C)C)c1C (stereo not drawn)
-16[16.7 µM],3,1,-2,1,15,1.1,CCC(=O)N1[C@H](CO)[C@@H]2c3ccccc3N(C(=O)c3ccccc3F)C[C@@H]21
9[16.7 µM],-2,-4,6,0,2,0.4,COc1ccc(S(=O)(=O)Nc2ccc3c(c2)C(=O)N([C@@H](C)CO)C[C@H](C)[C@@H](CN(C)CC2CC2)OCCCC[C@H](C)O3)cc1
56[16.7 µM],-2,0,14,2,5,0.3,C[C@@H]1CN([C@@H](C)CO)C(=O)Cc2cc(NS(=O)(=O)c3ccccc3)ccc2O[C@@H]1CN(C)S(=O)(=O)c1cccs1

miR-122 sensor,ERAP1 inh,SIRT5 inh,ERp5 inh,Casp6 inh,DENV2 CPE,F508del corr,structure
-5,6,1,1,-1,/,6.0,COc1ccc(NC(=O)c2oc3ccccc3c2NC(=O)C2CCCO2)cc1OC (stereo not drawn)
-6,3,0,0,2,-5,2.1,Cn1c(CCC(N)=O)nnc1SCC(=O)Nc1cc(S(=O)(=O)N2CCCC2)ccc1Cl
-6,-1,-1,-2,1,-4,-2.6,CC(C)[C@H](NC(=O)CCCn1nnc2ccccc2c1=O)C(=O)O
/,2,1,8,-1,-4,-1.7,COc1ccc(-c2cnc3c(c2)C(=O)N([C@H](C)CO)C[C@@H](C)[C@H](CN(C)C(=O)Cc2ccncc2)O3)cc1
/,-1,-1,3,-5,44*,-1.7,Nc1[nH]c(C(=O)c2ccc(Br)cc2)c(-c2ccc(Cl)cc2)c1C(=O)NCCc1c[nH]c2ccccc12
-6,2,-2,2,-3,1,2.9,COc1ccc(C(=O)NNC(=O)c2cc3ccccc3cc2O)cc1
-5,-4,-3,2,-1,0,-1.1,Cc1ccc(S(=O)(=O)c2ccc(NN)cc2)cc1
/,5,9,0,-2,4,-0.4,CC(OC(=O)Cn1[nH]c(=O)c2ccccc2c1=O)C(=O)Nc1ccccc1[N+](=O)[O-] (stereo not drawn)
-3,-2,1,-11,0,0,-4.3,O=C(CCN1C(=O)C2C3CCC(C3)C2C1=O)Nc1ccccc1Cl (stereo not drawn)
/,1,2,-1,-6,?,1.3,CC1CCCN(CCCNC(=O)c2cn(C)c3ccc(S(=O)(=O)N(C)C4CCCCC4)cc3c2=O)C1 (stereo not drawn)
/,0,1,5,-1,-4,3.1,CC(=O)Nc1ccc(NC(=O)C(=O)NCC(c2ccco2)N2CCc3ccccc3C2)cc1 (stereo not drawn)
27[16.7 µM],1,2,11,0,-34,4.6,C[C@H]1CN([C@@H](C)CO)S(=O)(=O)c2ccc(-c3ccncc3)cc2O[C@H]1CN(C)Cc1ccc(Oc2ccccc2)cc1

miR-122 sensor,ERAP1 inh,SIRT5 inh,ERp5 inh,Casp6 inh,DENV2 CPE,F508del corr,structure
/,-3,1,-1,-2,4,1.0,COc1ccc(-c2csc(NC(=S)NC(=O)c3cc4ccccc4o3)n2)cc1Br
19[16.7 µM],2&-1,-4&-3,-9&-2,0&0,-12&7,-2.6&2.3,C[C@H]1CN([C@@H](C)CO)C(=O)Cc2cc(NC(=O)CCC(F)(F)F)ccc2O[C@H]1CN(C)S(C)(=O)=O
-3,2,-11,-1,-13,1,-0.7,CCN(CC)CCNC(=O)CCc1c(C)nc2c(c(C)nn2-c2ccc(C)cc2)c1C
2,0,-1,-3,2,0,0.5,CCOc1ccc(-n2c(SCC(=O)O)nc3sc4c(c3c2=O)CCCC4)cc1
1,-2,-2,7,/,5,-5.5,COc1cnc(NS(=O)(=O)c2ccc(N)cc2)nc1
0,/,8,0,-5,-4,-2.1,NNc1nc(-c2ccccc2)nc(-c2ccccc2)c1Br
0,2,-4,3,-2,-3,0.4,CN(CCC#N)C(=S)Nc1ccc(Oc2ccccc2)cc1
1,7,-2,0,1,0,2.2,COC(=O)COc1ccc(NC(=O)C(c2ccccc2)c2ccccc2)cc1
-10,10,19*,3,13,4,1.0,CSc1nc(SCC(=O)O)c2sc3nc(-c4ccccc4)c4c(c3c2n1)CCC4
37[16.7 µM],1,6,8,0,2,0.0,C[C@H]1CN([C@@H](C)CO)S(=O)(=O)c2ccc(C#CCC3CCCC3)cc2O[C@@H]1CN(C)C(=O)c1ccccn1
/,-1,5,0,-1,-16,-2.7,COc1ccccc1S(=O)(=O)N[C@H]1CC[C@H](CC(=O)NCc2cc(F)cc(F)c2)O[C@H]1CO
/,1,-11,-2,3,-2,6.3,CCCn1nc(C(=O)N2CCc3ccccc32)c2ccccc2c1=O

miR-122 sensor,ERAP1 inh,SIRT5 inh,ERp5 inh,Casp6 inh,DENV2 CPE,F508del corr,structure
5[16.7 µM],-2,-2,2,-3,-4,1.1,C[C@H](CO)N1C[C@H](C)[C@H](CN(C)S(C)(=O)=O)Oc2c(NS(=O)(=O)c3cccs3)cccc2C1=O
6,3,-5,-5,2,-1,-1.5,c1csc(-c2nc(NCCCN3CCOCC3)c3ccccc3n2)c1
/,/,7,6,1,-2,-1.0,O=C(O)/C(=N/NC(=O)c1ccc(Cl)cc1)c1ccccc1
0,3,-3,4,16,-4,1.4,CC(C)c1cc(=O)[nH]c(SCC(=O)NC2CCCC2)n1
/,0,-1,0,-4,1,0.9,Cc1nn(C)c(Cl)c1/C=N/OC(=O)c1ccc(F)cc1
3,4,-4,-10,3,4,-1.1,CCOC(=O)c1nc(C)n(-c2ccc([N+](=O)[O-])cc2)n1
/,-11,6,1,6,4,1.1,Oc1ccc2nnc3c(Br)cnn3c2c1
-2,5,1,5,3,1,-2.0,O=C(CSc1n[nH]c(=O)n1-c1cccnc1)Nc1ccccc1Cl
7,-1,5,-2,1,-2,1.2,CC(CN1CCCCC1)OC(=O)/C=C/c1ccccc1 (stereo not drawn)
34,-2,6,4,3,9,0.5,CCCCN(CCCC)CCNC(=O)c1cn(CC)c2ccc(S(=O)(=O)N(C)C3CCCCC3)cc2c1=O
1[16.7 µM],3,-2,-1,2,-6,2.5,O=C(C[C@H]1C[C@H]2c3cc(NC(=O)CC4CC4)ccc3O[C@H]2[C@H](CO)O1)NCc1ccccn1
/,3,-5,0,1,0,-3.1,O=C(CCn1c(=O)sc2ccccc21)NCCN1CCOCC1

miR-122 sensor,ERAP1 inh,SIRT5 inh,ERp5 inh,Casp6 inh,DENV2 CPE,F508del corr,structure
/,-3,3,3,0,-4,2.4,COc1ccccc1-c1cn(CC[C@@H]2CC[C@H](NS(=O)(=O)c3ccccc3C)[C@H](CO)O2)nn1
-6,10,0,0,/,1,-5.1,O=C(C1CCC(=O)N(C2CCCCCC2)C1)N1CCN(c2ccccc2Cl)CC1 (stereo not drawn)
12[16.7 µM],-1,-1,0,0,1,2.6,C[C@H](CO)N1C[C@H](C)[C@H](CN(C)Cc2ccncc2)Oc2c(NC(=O)Nc3ccccc3)cccc2C1=O
-6,-3,-3,3,1,-1,0.3,O=C(NCCN1CCN(C(=O)c2cccc(Br)c2)CC1)C(=O)Nc1ccc(Br)cc1
-8,-1,-5,9,0,1,-2.7,Cc1cc(C)n2nc(SCCOc3ccccc3)nc2n1
/,-3,-5,2,1,4,2.2,CC(C)(C)C(=O)Nc1nnc(COc2ccc(Cl)cc2)s1
/,-2,0,1,/,-3,2.9,O=C(c1cccc(Br)c1)N1CCN(c2cnn(-c3ccccc3)c(=O)c2Cl)CC1
-1,2,-3,-1,1,4,4.8,Cc1ccc(NC(=O)COC(=O)c2ccc([N+](=O)[O-])o2)cc1S(=O)(=O)N1CCCCC1
/,-3,-3,-7,-1,13,-6.7,O=C(OCc1nc2ccccc2s1)c1ccccc1O
-11,-6,-3,5,-1,4,-0.3,OC(COc1cccc2ccccc12)CN1CCN(c2ccccc2Cl)CC1 (stereo not drawn)
11,-1,0,2,1,-4,1.4,Cc1cc2c(=O)n(C)c(SCC(=O)NC3CCCC3)nc2s1
-6,1,3,-2,-2,-5,-2.7,CC1CCC2(CC1)NC(=O)N(CC(=O)N1CCN(S(=O)(=O)c3ccc4c(c3)CCC4)CC1)C2=O (stereo not drawn)

miR-122 sensor,ERAP1 inh,SIRT5 inh,ERp5 inh,Casp6 inh,DENV2 CPE,F508del corr,structure
8[16.7 µM],1,-2,-3,2,-8,/,C[C@H](CO)N1C[C@H](C)[C@@H](CN(C)C(=O)c2ccccc2F)Oc2cc(C#CCN(C)C)ccc2S1(=O)=O
/,-3,/,0,-7,-8,-0.7,COC(=O)C[C@H]1C=C[C@@H](NC(=O)Nc2cccc(OC)c2)[C@@H](CO)O1
-4,2,2,0,5,-4,-3.4,C/C(=N/Nc1ccccc1C(=O)O)c1cccs1
-3,1,0,-2,-1,3,-1.2,O=C1N=C(N2CCc3ccccc3C2)S/C1=C\c1ccc(O)cc1
-4,-4,8,-9,-6,2,4.0,CC(C)(C)CN1CCC(n2nccc2NC(=O)c2ccccc2Cl)CC1
-7,-2,-6,1,3,8,0.3,Cc1oc(-c2cccs2)nc1CNC[C@H]1O[C@@H](n2cnc3c(N)ncnc32)[C@H](O)[C@@H]1O
-2,-2,4,2,1,1,2.4,C/C(=N\Nc1ccc(S(=O)(=O)N2CCCCC2)cn1)c1ccc(O)cc1
/,4,3,4,-1,-1,-0.2,COc1ccc(C(=O)c2cccc(C(=O)c3ccc(OC)c(C)c3)c2)cc1C
0,1,2,-4,-2,-3,-1.2,Cc1cc2[nH]c(=O)c(=O)[nH]c2cc1S(=O)(=O)Nc1cccc(F)c1
-14[16.7 µM],4,15,4,-4,22*,-1.4,COc1ccccc1NC(=O)N1CCCCN2[C@H](CO)[C@H](c3ccc(-c4cccc(C)c4)cc3)[C@@H]2C1
2[16.7 µM],2,1,-3,-4,11,-0.1,C[C@@H]1CN([C@@H](C)CO)C(=O)c2cc(NC(=O)Nc3ccc(C(F)(F)F)cc3)ccc2O[C@@H]1CN(C)C(=O)Nc1ccc(C(F)(F)F)cc1
-1,1,-4,14,-1,3,-2.7,NS(=O)(=O)c1cccc(NC(=O)CN2CCCc3ccccc32)c1
-6,3,-7,6,-2,0,0.6,CCOC(=O)N1CCN(CCC(=O)Nc2cccc(Cl)c2C)CC1
3,2,-6,-1,-7,1,2.6,O=C(Nc1cccc(Cl)c1)C1C2C=CC3(O2)C1C(=O)N(CCCN1CCCCC1)C3C(=O)NC1CCCCC1 (stereo not drawn)
-8,4,-6,-2,0,-3,-5.2,CCCn1c(SCC(=O)Nc2ccc(NC(=O)CC)cc2)nc2c1c(=O)n(C)c(=O)n2C

Source: PubChem BioAssay (Broad Institute)
